# Screens (PubChem BioAssay)
# Cneo AK release: causes C. neoformans cell lysis. 360,000 tested, 0.2% active. adenylate kinase release luminescence, 4 h; normalised: neutral wells 0, clomiphene wells 100. lysis activity, % at 15 µM;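 active = mean lysis activity across replicates of at least 80%, whatever share of replicates individually reach that level; inactive = mean lysis activity below 80%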
#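 Test system: log-phase Cryptococcus neoformans yeast cells; Quantity: yeast cell density of 5 × 10^6 cells/mL; Buffer or medium: YPD; Doses: single compound concentration per well; Timing: 4 h at 37 °C static, read 1 h later; Measured by: AK luminescence; Read-out basis: lysis from increased AK signal; Control set: Clomiphene as positive control.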
# PglD DTNB: inhibitors of Campylobacter jejuni PglD acetyltransferase. 360,000 tested, 0.098% active. purified PglD enzyme, DTNB colorimetric CoA detection. inhibition, % at 12.5 µM; in the data active = inhibition above about 16%, passing the limit was not always enough; note: strong numbers were not always called active
# RAD54 inh: inhibitors of human RAD54 branch migration; Q92698; RAD54 Holliday junction branch migration, FAM/BHQ fluorescence; inhibition, % at 10.4 µM; 360,000 tested, 0.14% active; AID 602329;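 active = mean normalized replicate activity at least 40 and at least half of replicates scoring 40 or more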;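 note: 0% = median of neutral control wells and 100% = median of positive control wells; inhibitors cause a drop in the FAM fluorescence signal; in these data hits start at about 50%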
# Target sequence (Q92698 whole entry, looked up): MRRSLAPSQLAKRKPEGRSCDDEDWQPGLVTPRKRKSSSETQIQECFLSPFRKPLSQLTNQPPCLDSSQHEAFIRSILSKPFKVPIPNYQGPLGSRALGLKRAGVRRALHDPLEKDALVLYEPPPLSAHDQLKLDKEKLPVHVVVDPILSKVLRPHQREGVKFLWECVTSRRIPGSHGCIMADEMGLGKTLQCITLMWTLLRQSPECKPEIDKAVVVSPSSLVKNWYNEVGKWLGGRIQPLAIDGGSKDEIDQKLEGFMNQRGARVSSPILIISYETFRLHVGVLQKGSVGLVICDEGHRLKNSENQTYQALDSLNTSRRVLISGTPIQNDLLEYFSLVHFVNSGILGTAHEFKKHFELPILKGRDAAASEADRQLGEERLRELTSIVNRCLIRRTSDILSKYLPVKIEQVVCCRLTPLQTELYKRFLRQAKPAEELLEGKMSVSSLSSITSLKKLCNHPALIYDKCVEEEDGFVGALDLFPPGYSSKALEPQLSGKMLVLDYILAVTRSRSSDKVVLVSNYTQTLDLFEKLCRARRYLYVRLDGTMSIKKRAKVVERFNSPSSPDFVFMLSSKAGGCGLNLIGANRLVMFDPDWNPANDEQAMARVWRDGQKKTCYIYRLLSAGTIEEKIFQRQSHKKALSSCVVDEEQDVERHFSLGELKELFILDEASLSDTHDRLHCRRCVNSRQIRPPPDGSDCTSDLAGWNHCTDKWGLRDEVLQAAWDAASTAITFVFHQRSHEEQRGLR
# miR-122 sensor: inhibitors of miR-122 in Huh7 cells; Huh7 miR-122 Renilla luciferase sensor, 48 h; neutral wells = 0, positive control = 100; activation (reporter increase), % at 12.5 µM; 340,000 tested, 0.3% active;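 active = mean replicate activation score at least 90 and every replicate individually at or above 90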;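 note: higher luciferase means less miR-122 activity so hits act as miR-122 inhibitors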
# E-sel inducer: E-selectin induction on HUVECs | AID 686992 | HUVEC E-selectin immunofluorescence imaging; normalized: neutral wells 0, TNF-alpha wells 100 | P16581 | activation, % at 7.58 µM | 260,000 tested, 0.37% active;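 active = mean E-selectin-positive cell signal at least 10% of the positive control, reached in at least 60% of replicates, without over 20% cell loss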;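 note: in these data hits start at about 27%; measured in HUVEC primary endothelial cells; signal is the percent of cells scored E-selectin positive by PE staining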
#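 Assay system: HUVEC primary endothelial cells. Input: 3,000 HUVEC seeded per well. Doses: one compound dose added by pin transfer. Read-out basis: % PE-positive cells. Benchmarks: TNF-alpha high, DMSO low. Detection: immunofluorescence imaging. Buffer or medium: EGM-2, gelatin.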
# ERAP1 inh: inhibitors of human ERAP1 aminopeptidase; recombinant ERAP1, Leu-AMC fluorescence, 60 min; 340,000 tested, 0.15% active; AID 652197; inhibition, % at 10.7 µM; Q9NZ08;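 active = mean replicate inhibition of at least 30%, or all replicates individually reaching that 30% level; inactive = mean below 30% and not every replicate reaching it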;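 note: 0% = neutral control wells and 100% = L-leucinethiol positive control wells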
# RAD52 inh: blocks human RAD52 DNA annealing; inhibition, % at 18.7 µM; recombinant RAD52 DNA annealing, FRET fluorescence; 360,000 tested, 0.46% active; P43351;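 active = every replicate showing at least 50% inhibition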
# PGC1a acetyl inh: lowers PGC1a acetylation signal in U2OS cells | AlphaScreen anti-acetyl-lysine; with virally co-expressed GCN5 acetyltransferase | inhibition, % at 15.6 µM | 350,000 tested, 0.17% active;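 active = every replicate shows inhibition of at least 40%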;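 note: 0% = neutral control wells and 100% = positive control wells; some results beyond the cut were filed as inactive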
# * marks the source's active call; other numbers are inactive results; . = not tested or not shown; & = joins results of further samples; [ ] = remark or other dose. Rows were taken by chance. Share with any hit: about 1.4%.
SMILES,Cneo AK release,PglD DTNB,RAD54 inh,miR-122 sensor,E-sel inducer,ERAP1 inh,RAD52 inh,PGC1a acetyl inh
CN(Cc1ccco1)C(=O)CSc1nc(C2CC2)n(-c2ccccc2)n1,-3.8,1.0,-2.6,13.0,1.3,2.0,-1.4,.
Cc1ccccc1Cn1cnc2c(NS(C)(=O)=O)c(C)c(C)cc21,-2.3,0.3,13.2,0.0,.,.,.,8.0
COc1ccc(C(=O)N2CCN(c3nnnn3-c3ccccc3)CC2)cc1OC,3.5,-7.4,3.6,7.4,.,.,.,-1.9
COc1ccc(Nc2cc(C)nc(N3CCOCC3)n2)cc1,1.3,-0.1,5.0,0.1,.,.,.,2.8
CCOC(=O)c1cc(-c2ccccc2)n(CCC(=O)O)c1C,2.8,0.2,-10.6,-6.8,.,5.4,0.5,2.0
C=CCOc1ccc(Cl)cc1CNCCCN1CCOCC1,-0.9,-2.6,-4.5,-4.1,.,.,.,-2.6
Cc1noc(C)c1NC(=O)N(C)C[C@@H]1OCCCC[C@H](C)Oc2ccc(NC(=O)c3ccccc3)cc2C(=O)N([C@H](C)CO)C[C@H]1C,20.5,6.0,-4.9,0.7[16.7 µM],-0.1,5.1,-2.5,4.6
COc1ccc(NC(=O)CSCC(=O)Nc2cccc(S(=O)(=O)N3CCCCCC3)c2)cc1,.,.,.,18.0,0.6,0.7,-18.4,0.3
O=C(O)[C@@H]1[C@@H](CO)[C@@H]2Cn3c(ccc(-c4ccc(F)cc4)c3=O)[C@@H]2N1CCc1ccccc1,28.0,-2.5,-5.5,.,-0.3,1.9,-32.3,.
CC(=O)C1=C(C)Nc2ncnn2C1c1cccc(Br)c1 (configuration not stated),5.7,4.0,-1.8,-1.9,0.5,2.0,-22.6,1.7
O=c1cc(CO)oc(CN2CCN(Cc3ccccc3)CC2)c1O,-2.5,0.5,0.9,1.8,.,.,.,0.1
c1cncc(CNc2ncnc3ccc(-c4ccc5c(c4)OCO5)cc23)c1,-7.2,6.1,16.9,-3.5,-0.7,-3.0,-8.2,-22.2
COc1cc(S(=O)(=O)NCc2ccccn2)c(OC)cc1Cl,-2.5,5.7,-2.5,49.1,.,.,.,2.4
Cc1ccc(S(=O)(=O)c2c(C)nn(C(C)(C)C)c2OC(=O)C(C)C)cc1,-3.1,4.8,-3.6,15.6,1.4,3.6,-11.0,-6.4
O=C(COC(=O)CCC(=O)c1ccc(F)cc1)Nc1ccc(Cl)cn1,10.3,1.2,1.1,-6.3,.,-1.3,-23.2,0.0
CCOC(=O)Cc1csc(NC(=O)c2ccc(S(=O)(=O)N3CCCC3)cc2)n1,0.0,-2.6,5.5,.,.,-5.0,-11.2,-4.2
O=C(COC(=O)c1cc(=O)[nH]c2ccccc12)NC(=O)NC1CCCCC1,-0.8,1.6,3.7,-4.7,-1.8,.,.,-0.2
CCCOc1ccc(-c2c(=O)n(OCC(=O)OCC)c3ccccc3[n+]2[O-])cc1,-1.7,-6.3,-13.4,.,.,0.6,-11.6,.
C=C(C)COc1ccc2c(c1)CCC1C2CCC2(C)C(=O)C(=NO)CC12 (configuration not stated),.,.,.,-4.4,-0.8,5.6,3.8,-10.7
COc1ccc(S(=O)(=O)N(C)C[C@@H]2Oc3ccc(NC(=O)c4ccncc4)cc3C(=O)N([C@@H](C)CO)C[C@@H]2C)cc1,4.7,0.9,-1.3,27.1[16.7 µM],36.7*,-0.8,-6.3,-1.1
O=C(Nc1ccc([N+](=O)[O-])cc1)c1cc2ccccc2nc1Cl,.,.,.,.,-0.2,-5.8,-9.1,-14.6
C[C@@H]1CN([C@H](C)CO)C(=O)c2cc(Br)cnc2O[C@H]1CN(C)C(=O)Nc1ccc(F)cc1,-3.2,-2.5,0.7,-14.6[16.7 µM],0.0,-1.1,8.8,14.5
Cc1nc2ccc(S(=O)(=O)N(C)CC(=O)N3CCc4ccccc4C3)cc2s1,2.2,13.8,4.1,-4.6,.,.,.,-4.6
C[C@H]1CN([C@@H](C)CO)S(=O)(=O)c2ccc(Br)cc2O[C@@H]1CN(C)C,-2.9,0.0,-1.6,1.0[16.7 µM],0.1,-0.2,-7.4,0.8
CNc1ccccc1C(=O)OCC(=O)c1ccccc1,-9.6&-5.3,0.1&4.6,0.9&9.9,-1.2,.,1.2,-0.3,4.3

# Further records
SMILES,Cneo AK release,PglD DTNB,RAD54 inh,miR-122 sensor,E-sel inducer,ERAP1 inh,RAD52 inh,PGC1a acetyl inh
CC(=O)c1cc(C#N)c(SCC(=O)C(C)(C)C)nc1C,-1.8,9.5,15.6,.,.,.,.,7.5
CCCCCCOC(=O)c1ccc(OC(=O)c2cccnc2)cc1,-0.2,0.7,1.6,0.7,.,.,.,-12.2
O=C(c1ccc(Br)cc1)C(CN1CCOCC1)c1ccccc1 (configuration not stated),2.5,0.8,-4.2,8.2,1.4,-3.6,-3.7,.
O=c1oc(CCO)cc2ccc(Br)cc12,-1.4,0.6,-1.6,6.9,0.0,-0.6,-12.1,-4.5
O=C(c1ccc(F)cc1)N1CC(=O)N2[C@H](C1)[C@@H](c1ccc(-c3cccnc3)cc1)[C@@H]2CO,.,.,.,.,0.5,1.0,-4.6,9.9
C[C@@H]1CN([C@H](C)CO)C(=O)c2cc(NC(=O)Nc3ccccc3)ccc2O[C@@H](C)CCCCO[C@@H]1CN(C)Cc1ccccc1,-3.9,-1.7,2.8,2.1[16.7 µM],.,2.8,-4.0,-4.9
Cc1ccc(C(=O)Nc2nncs2)cc1S(=O)(=O)N1CCOCC1,-3.0,4.7,-1.4,0.2,.,.,.,-6.6
O=C(CN1CCN(c2ccccc2Cl)CC1)NC1CCCc2ccccc21 (configuration not stated),-1.6,7.0,-1.7,0.9,.,.,.,-2.5

# Some of these compounds in order of their number in miR-122 sensor, smallest number first.
molecule	miR-122 sensor
O=C(COC(=O)c1cc(=O)[nH]c2ccccc12)NC(=O)NC1CCCCC1	-4.7
Cc1ccc(C(=O)Nc2nncs2)cc1S(=O)(=O)N1CCOCC1	0.2
O=C(c1ccc(Br)cc1)C(CN1CCOCC1)c1ccccc1 (configuration not stated)	8.2

# Among those listed so far, these have four or more nitrogen atoms:
SMILES,Cneo AK release,PglD DTNB,RAD54 inh,miR-122 sensor,E-sel inducer,ERAP1 inh,RAD52 inh,PGC1a acetyl inh
CN(Cc1ccco1)C(=O)CSc1nc(C2CC2)n(-c2ccccc2)n1,-3.8,1.0,-2.6,13.0,1.3,2.0,-1.4,.
COc1ccc(C(=O)N2CCN(c3nnnn3-c3ccccc3)CC2)cc1OC,3.5,-7.4,3.6,7.4,.,.,.,-1.9
COc1ccc(Nc2cc(C)nc(N3CCOCC3)n2)cc1,1.3,-0.1,5.0,0.1,.,.,.,2.8
Cc1noc(C)c1NC(=O)N(C)C[C@@H]1OCCCC[C@H](C)Oc2ccc(NC(=O)c3ccccc3)cc2C(=O)N([C@H](C)CO)C[C@H]1C,20.5,6.0,-4.9,0.7[16.7 µM],-0.1,5.1,-2.5,4.6
CC(=O)C1=C(C)Nc2ncnn2C1c1cccc(Br)c1 (configuration not stated),5.7,4.0,-1.8,-1.9,0.5,2.0,-22.6,1.7
c1cncc(CNc2ncnc3ccc(-c4ccc5c(c4)OCO5)cc23)c1,-7.2,6.1,16.9,-3.5,-0.7,-3.0,-8.2,-22.2
COc1ccc(S(=O)(=O)N(C)C[C@@H]2Oc3ccc(NC(=O)c4ccncc4)cc3C(=O)N([C@@H](C)CO)C[C@@H]2C)cc1,4.7,0.9,-1.3,27.1[16.7 µM],36.7*,-0.8,-6.3,-1.1
C[C@@H]1CN([C@H](C)CO)C(=O)c2cc(Br)cnc2O[C@H]1CN(C)C(=O)Nc1ccc(F)cc1,-3.2,-2.5,0.7,-14.6[16.7 µM],0.0,-1.1,8.8,14.5
C[C@@H]1CN([C@H](C)CO)C(=O)c2cc(NC(=O)Nc3ccccc3)ccc2O[C@@H](C)CCCCO[C@@H]1CN(C)Cc1ccccc1,-3.9,-1.7,2.8,2.1[16.7 µM],.,2.8,-4.0,-4.9
Cc1ccc(C(=O)Nc2nncs2)cc1S(=O)(=O)N1CCOCC1,-3.0,4.7,-1.4,0.2,.,.,.,-6.6
